UDG counter: blocks uracil-DNA glycosylase in AID counter-screen; Potency, µM (highest dose often 115 µM), without a hit: at the top dose activity change, negative = inhibition, hits mostly inhibitors; FRET deamination/UDG coupled assay, UDG read, 4 h; 91,000 compounds, 0.14% hits; further: nearly all actives have a fitted effect of over 65% in size
AID inhibitor: blocks human AID cytidine deaminase activity; 91,000 compounds, 0.32% hits; AID deamination FRET fluorescence, UDG-coupled, 4 h; Q9GZX7; AID 1347428; Potency, µM (highest dose often 115 µM), for the others: at the highest dose activity change, negative = inhibition, actives largely listed as inhibitors; further: nearly all actives have a fitted effect of over 25% in size
Target sequence (Q9GZX7 whole entry, looked up): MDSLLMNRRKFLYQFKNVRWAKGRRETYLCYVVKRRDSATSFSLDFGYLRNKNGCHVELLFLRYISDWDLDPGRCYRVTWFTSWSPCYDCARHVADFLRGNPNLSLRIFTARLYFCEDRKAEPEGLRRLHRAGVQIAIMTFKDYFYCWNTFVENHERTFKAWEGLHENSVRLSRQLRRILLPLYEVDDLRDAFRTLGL
* marks the source's active call; other numbers are inactive results; ? = inconclusive; & = joins results of further samples; [ ] = dose if it differs, or a comment. The call rests on the fitted dose curve; in most records, active means well fitted curve in the direction sought with a large enough effect; inconclusive means small, poorly fitted or top-dose-only effect, or another doubt; inactive means no such curve, though single readings can be large; an effect the other way counts as inactive or inconclusive. On the % scale 0 is the no-effect control and ±100 the full control effect; potency means the concentration at half of the fitted maximal effect.

Each structure is followed by: UDG counter	AID inhibitor
Cc1cc2cc(NS(=O)(=O)c3cccs3)ccc2[nH]1
 : 2.5%	4.2%
Fc1cccc(NC(=S)NC2CC2)c1
 : -1.5%	1.7%
CCOc1ccc(/C=C/C(=O)c2ccc(Br)cc2)cc1OC
 : -1.6%	-7.1%
COc1cccc(-n2c(=O)c3cc(OC)c(OC)cc3n(CC(=O)Nc3ccccc3)c2=O)c1
 : -7.3%	27.5%
S=C(NCc1ccc(Cl)cc1)Nc1cccc(Cl)c1
 : 7.5%	4.2%
CN(C)CCCNC(=O)/C=N/O
 : -7.2%	-5.6%
CCc1ccc2oc(C(=O)NCC(c3ccc(C)o3)N3CCCCC3)cc(=O)c2c1 (configuration not stated)
 : -8.4%	-25.4%
O=C(Cn1ncc2c3ccccc3n(Cc3ccccc3F)c2c1=O)NCc1ccccc1Cl
 : -6.0%	-15.6%
Cc1cc(C)c(NC(=O)c2nn(C)c(=O)c3ccccc23)c(Cl)c1
 : 3.0%	-2.9%
Cc1ccccc1Cn1nnc2c(=O)[nH]c(C3CCN(C(=O)c4ccc(F)cc4)CC3)nc21
 : -9.3%	-3.8%
O=C(N/N=C/c1cccs1)c1cc(-c2cccs2)nc2ccccc12
 : -6.6%	-6.5%
O=C(c1ccccc1F)N1c2ncnn2C2(CCCCC2)[C@@H]2CCCC[C@@H]21
 : 13.6%	0.5%
Cc1ccsc1/C=C1\Oc2cc(OC(=O)c3cccs3)ccc2C1=O
 : -4.5%	?
CC1=C(C(=O)Nc2ccc(C)cc2C)C(c2ccccc2)n2nc(SCC(=O)c3ccc(C)cc3)nc2N1 (configuration not stated)
 : -14.5%[57.5 µM]	?
CCCNC(=O)C(=O)NCC(c1ccc2c(c1)OCO2)N1CCOCC1 (configuration not stated)
 : -17.5%	5.0%
CCOC(C)C(=O)NCCc1cccs1 (configuration not stated)
 : -1.3%	3.0%
Cc1ccc(F)cc1NC(=O)Cn1c(C)cc(C)c(C#N)c1=O
 : 35.8%[activator]	0.7%
CNC(=O)CN(C)c1nc(C(F)(F)F)nc2ccccc12
 : -0.8%	5.6%
COc1ccc(C(=O)Nc2oc3ccccc3c(=O)c2-c2ccc(F)cc2)cc1
 : 1.2%	-1.2%
CCOC(=O)c1c(C)[nH]c(C)c1S(=O)(=O)NCC(=O)NCc1ccccc1Cl
 : 1.3%	2.7%
O=C(CSc1nc2ccccc2c(=O)n1CCCN1CCOCC1)c1ccc2c(c1)CCCC2
 : -15.3%	-23.3%
O=C(NCc1ccc2c(c1)CCN2C(=O)c1ccccc1)Nc1cc(F)ccc1F
 : -9.1%[57.5 µM]	-16.0%
Cc1nn2c(=O)cc(COC(=O)C(c3ccccc3)c3ccccc3)nc2s1
 : 19.9%	?
CCCCN(C)C(=O)C1CCN(CC(C)c2ccccc2)CC1 (configuration not stated)
 : 6.6%	8.2%
CCCN(CC(=O)N(C)C)C(=O)c1cc(-c2ccco2)nc2ccccc12
 : 1.0%	5.6%
COc1ccccc1CNC(=O)c1csc(NC2CC2)n1
 : 8.5%	0.9%
O=C(c1cnc2cc(-c3ccccc3)nn2c1)c1cc([N+](=O)[O-])ccc1O
 : -7.0%	?
Cc1ccc(S(=O)(=O)c2cn(CC(=O)Nc3ccc(F)c(Cl)c3)c3nc(C)ccc3c2=O)cc1
 : 4.7%	2.5%
Cc1ccsc1/C=C(\C#N)c1nc(-c2ccc3ccccc3c2)cs1
 : 1.3%	-5.9%
CC1(C)CC(NC(=S)NCCc2ccccc2)CC(C)(CNC(=S)NCCc2ccccc2)C1 (configuration not stated)
 : -1.8%	-7.0%

Entries listed so far with an aryl thioether with sulfur outside any ring:
Each structure is followed by: UDG counter	AID inhibitor
CC1=C(C(=O)Nc2ccc(C)cc2C)C(c2ccccc2)n2nc(SCC(=O)c3ccc(C)cc3)nc2N1 (configuration not stated)
 : -14.5%[57.5 µM]	?
O=C(CSc1nc2ccccc2c(=O)n1CCCN1CCOCC1)c1ccc2c(c1)CCCC2
 : -15.3%	-23.3%

Continued.
Each structure is followed by: UDG counter	AID inhibitor
Cc1ccc(N2C(=O)CS(=O)(=O)C23C(=O)Nc2ccccc23)cc1C (configuration not stated)
 : -1.2%	2.7%
O=C(Nc1cn[nH]c1)C1CCN(c2ccc(Cl)nn2)CC1
 : -12.4%	1.3%
CN(C)C(=O)c1ccc(NC(=O)c2ccccc2CSc2nc3ccccc3o2)cc1
 : 1.8%	-15.3%
COc1ccc(-c2noc(-c3ccc(NCc4cccnc4)c([N+](=O)[O-])c3)n2)cc1
 : 8.4%	6.7%
Cc1ccc(C(=O)COC(=O)c2cccc(C)c2C)cc1
 : 2.5%	8.3%
CCc1ccc(C(NC(=O)C2CC2)c2cccc(F)c2)cc1 (configuration not stated)
 : 8.5%	-4.1%
CCn1c(=O)c2cc(C(=O)NC3CCC(C)CC3)sc2c2ccccc21 (configuration not stated)
 : -18.0%	-29.8%
Cc1cc(NC(=O)c2ccc(F)cc2)cc(-c2nc3ccccc3o2)c1O
 : -0.2%	4.9%
O=c1c(-c2cc(-c3ccccc3)nc3c2COc2ccc(Cl)cc2-3)coc2ccccc12
 : -6.6%	12.4%
Cc1ccccc1NC(=O)Cn1c(=O)n(Cc2ccc3c(c2)OCO3)c(=O)c2ccc(C(=O)NC3CCCCC3)cc21
 : -7.8%	12.9%
CC1(C)NC(=O)N(Cc2ncc(-c3cccc(Cl)c3)o2)C1=O
 : 4.2%	0.6%
O=C(NCc1ccc2c(c1)CCN2C(=O)c1ccncc1)c1cccc(Cl)c1
 : 10.5%	9.0%
Cc1cc(C)c(S(=O)(=O)NCCc2cc3ccc(C)c(C)c3[nH]c2=O)c(C)c1
 : 4.0%	118.8%[activator]
CC1CCN(CCCNCc2cccnc2)CC1
 : -9.5%	7.5%
COc1ccc(C(=O)COC(=O)Cc2c(Cl)cccc2Cl)c(OC)c1
 : -8.4%	-0.2%
O=C(Nc1c(-c2ccc(F)cc2)nc2sccn12)c1ccc(S(=O)(=O)N2CCOCC2)cc1
 : 4.9%	-1.4%
O=C(Nc1cccc(N2CCCC2=O)c1)c1nn(-c2ccccc2)c(=O)c2ccccc12
 : -5.9%	-5.1%
CCN(CC)S(=O)(=O)c1ccc(OC)c(NC(=O)c2sc3ccccc3c2Cl)c1
 : -1.6%	-2.1%
CCc1ccc(NC(=O)C2CCN(C(=O)N3CC(CC)Oc4ccccc43)CC2)cc1 (configuration not stated)
 : -4.8%[57.5 µM]	2.8%
Cc1cccc(NC(=O)COc2ccc(-c3nn(C)c(=O)c4ccccc34)cc2)c1
 : -10.2%	?
CCc1ccc(-n2c(SCC(=O)NC(C)CC)nc3n[nH]c(C)c3c2=N)cc1 (configuration not stated)
 : -6.1%[57.5 µM]	?
CCOc1ccccc1N1CCN(Cc2cc(=O)oc3ccc4ccccc4c23)CC1
 : -6.9%	-4.1%
Cc1nn(Cc2ccccc2Cl)c(C)c1NC(=O)c1cc(C(C)C)on1
 : -16.6%	?
Cc1cccc(NC(=O)CC2Nc3cccc4cccc(c34)NC2=O)c1 (configuration not stated)
 : -21.9%	?
O=C(Cn1c(SCc2ccc(F)cc2)nc2cccnc21)Nc1ccccc1F
 : 1.1%[57.5 µM]	37.8%[activator]
CCc1nc2ccccc2c(C(=O)OCC(=O)NC(=O)NCc2ccccc2)c1C
 : -1.0%	-0.6%
Cc1ccccc1C(=O)NCC(C)C
 : 0.5%	-4.2%
Cc1cccc(OCc2ccc(-c3nc(C#N)c(N4CCC(C(N)=O)CC4)o3)o2)c1
 : 0.0%&-17.8%	?
COc1cc(-c2nnc(SCCOc3ccc(Cl)cc3C)o2)cc(OC)c1OC
 : ?	?
CC(CNC(=O)C1CCC(C(=O)NCC(C)c2ccccc2)CC1)c1ccccc1 (configuration not stated)
 : -0.1%	0.8%
CC(C)(C)c1ccc(C(=O)NC(Nc2ccc3ccccc3c2)C(Cl)(Cl)Cl)cc1 (configuration not stated)
 : -14.6%	-10.8%
CN(Cc1cccc(F)c1)S(=O)(=O)c1ccc2c(c1)CCCC2
 : -16.7%	-11.3%
CCOC(=O)C(NC(=O)c1cc2ccccc2o1)C(=O)OCC
 : -7.9%	-2.0%
Cc1cc(C)cc(N2C(=O)CSC23C(=O)N(CC(=O)Nc2ccc(F)cc2F)c2ccccc23)c1 (configuration not stated)
 : 2.4%	16.3%
COc1ccccc1NC(=O)CSc1oc(-c2ccccc2)nc1S(=O)(=O)c1ccccc1
 : -1.0%	8.1%
Cc1nn(CC(=O)Nc2ccc(C(C)C)cc2)c2ccccc12
 : -4.4%	3.0%
CC(OC(=O)c1ccc(S(=O)(=O)N(C)C)cc1)C(=O)c1ccccc1 (configuration not stated)
 : 9.1%	-0.5%
CCC(=O)N1c2ccccc2CC1C(=O)NCCc1ccc(SC)cc1 (configuration not stated)
 : 0.0%	-18.1%
CC1=CCC(c2cnc(-c3ccccc3)c(C)c2)NC1c1ccccc1 (configuration not stated)
 : -1.6%	-8.7%
CCOc1ccc(Nc2oc(/C=C/c3cccc(OC)c3)nc2C#N)cc1
 : ?	76.9%[activator]
CC(C)C(O)C(C#N)CN1CCCC1 (configuration not stated)
 : -0.6%	-0.6%
O=c1cc(CSc2ccccc2)[nH]c2ccc(F)cc12
 : -13.6%[57.5 µM]	-29.1%
Cc1ccc(CC(=O)Nc2ccc3c(c2)N(C)C(=O)c2ccccc2S3)cc1
 : 1.1%	0.8%
CCOC(=O)N1CCN(C(=O)c2ccc3c(c2)N(Cc2ccccc2F)C(=O)c2ccccc2S3=O)CC1 (configuration not stated)
 : -5.7%	-13.7%
CCONC(=O)c1cccc(NC(C)=O)c1
 : 0.0%	0.5%
CC(C)(C)c1ccc(-c2nc(SCC(=O)Nc3ccc(Cl)cc3)[nH]c(=O)c2C#N)cc1
 : 0.1%	?
Cc1cc(CNC(=O)c2ccc(CN3CCCCC3)cc2)ccc1F
 : 0.9%	-2.9%
CCOc1cc(C2C3=C(CC(C)(C)CC3=O)OC3=C2C(=O)CC(C)(C)C3)ccc1OC(=O)CC
 : 9.5%	1.7%
CCc1ccc(OCC(=O)Nc2c(C(=O)c3ccc(Br)cc3)oc3ccccc23)cc1
 : -4.2%[57.5 µM]	-8.4%
Cc1ccc(C(=O)Nc2nnc(S(=O)(=O)N(C)Cc3ccco3)s2)cc1
 : 11.9%[57.5 µM]	56.6%[activator]
O=S(=O)(c1ccc(Br)cc1)c1nnn2c1nc(NC1CCCCCC1)c1sccc12
 : 0.0%	-4.2%
COc1ccccc1CNC(=O)c1ccc2c(c1)CCN2S(=O)(=O)c1ccccc1
 : -26.2%[57.5 µM]	?
CC(C)N(C(=O)COc1ncnc2ccc(Br)cc12)C(C)C
 : -2.1%	-6.4%
CCc1ccc(C(=O)COC(=O)C(NC(=O)C2CCC(C)CC2)C(C)C)cc1 (configuration not stated)
 : 2.4%	46.6%[activator]
COc1ccc(S(N)(=O)=O)cc1NC(=O)c1[nH]c(C)c(C(C)=O)c1C
 : -3.1%	-2.2%
COc1ccccc1N1CCN(c2cc(C)nc3c(-c4ccc(Cl)cc4)c(C)nn23)CC1
 : -1.0%[57.5 µM]	9.4%
CCN(c1ccccc1)c1nnc(NC(=O)Nc2ccc(OC)c(OC)c2)s1
 : -1.8%	17.2%
N#C/C(=C/c1ccc(Cl)cc1Cl)c1nc2ccccc2c(=O)[nH]1
 : -29.1%	2.2%
CCOc1ccc(OCC)c(NC(=O)c2nnn(CC(=O)Nc3ccc(C)cc3C)c2N)c1
 : 0.9%	-3.6%
COc1ccccc1-c1nc(C#N)c(NCCN(C)C)o1
 : 0.7%	-6.2%

Remaining list, next part:
Each structure is followed by: UDG counter	AID inhibitor
CN(Cc1ccccc1)Cc1nc2c([nH]1)c(=O)n(C)c(=O)n2C
 : -5.5%	-1.0%
COc1ccc(-c2cc(C(C)=O)c(C)n2CCC(=O)NCc2ccccc2OC)cc1
 : 2.4%	-3.5%
Cc1ccc(-c2nc(C)c(CCNC(=O)c3ccccc3Br)s2)cc1
 : -0.7%	?
N#Cc1ccc(CCC(=O)NCc2cccnc2)cc1
 : -8.9%	4.5%
O=C(O)c1ccccc1-c1ccccc1
 : -14.3%	-6.1%
Cn1c(NCCCO)nc2c1c(=O)n(Cc1ccccc1F)c(=O)n2C
 : -5.2%	-13.6%
CCCc1cnc2c(c1SCC(=O)Nc1ccccc1F)c(=O)n(C)c(=O)n2C
 : -13.1%	?
CCc1cccc(C)c1Nc1c(-c2ccc(N(C)C)cc2)nc2cnccn12
 : -21.4%	?
Cc1ccc(NC(=O)C23CC4CCC(CC(C4)C2)C3)cc1
 : 5.1%	-3.3%
COCCCNc1nc2c(c(=O)n(C)c(=O)n2C)n1Cc1ccccc1C
 : 6.8%	-2.6%
Cc1ccc(C(=O)NN=C2CCC(C(C)(C)C)CC2)cc1 (configuration not stated)
 : -4.8%	0.8%
N#Cc1nc(C2CC2)oc1N1CCN(Cc2ccccc2F)CC1
 : -1.3%	0.2%
CCn1cc(C(=O)NCc2ccc(C)cc2)c(=O)c2cc(S(=O)(=O)N3CCc4ccccc4C3)ccc21
 : -10.0%	3.9%
CCC(=O)N1c2ccccc2CC1C(=O)NCc1cccc(C)c1 (configuration not stated)
 : 1.7%	-5.0%
Cc1c(CC(=O)O)c(=O)oc2cc(OCc3ccc(C(C)(C)C)cc3)ccc12
 : 5.1%	?
COc1cccc(NC(=O)C2CCCN(S(=O)(=O)c3cn(C(C)C)cn3)C2)c1 (configuration not stated)
 : -4.6%	-6.4%
CCOC(=O)c1cc(-c2ccccc2)n(CCCC(=O)Nc2cccc(C)c2C)c1C
 : 23.4%	1.1%
CC1(C)OC(c2ccccc2O)OC1(C)C
 : 2.1%	7.8%
CSc1ncc(C(=O)Nc2ccccc2C)c(-c2ccccc2)n1
 : -5.3%	-15.1%

The list is partial; rates above refer to the full screens.
